# CXCR6 block – inhibitors of human CXCR6 receptor | AID 602244 | actives 0.36% (n = 360,000) | O00574 | inhibition, % at 20 µM | CHO-K1 PathHunter CXCR6 beta-arrestin, luminescence; in the data active = inhibition above about 34%, passing the limit was not always enough;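 also: antagonist mode with CXCL16 agonist at 10 nM final; 0% = 10 nM CXCL16 with DMSO and 100% = unstimulated wells without agonist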
# Target sequence (O00574 whole entry, looked up): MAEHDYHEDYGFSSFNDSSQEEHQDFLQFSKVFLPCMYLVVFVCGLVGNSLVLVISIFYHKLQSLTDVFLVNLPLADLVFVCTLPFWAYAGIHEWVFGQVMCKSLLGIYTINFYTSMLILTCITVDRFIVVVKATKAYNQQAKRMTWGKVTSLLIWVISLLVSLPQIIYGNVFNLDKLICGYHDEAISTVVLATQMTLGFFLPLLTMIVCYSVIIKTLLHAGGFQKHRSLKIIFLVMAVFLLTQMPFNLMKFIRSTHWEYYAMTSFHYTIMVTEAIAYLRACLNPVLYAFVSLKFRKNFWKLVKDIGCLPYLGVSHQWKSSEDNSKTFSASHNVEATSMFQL
# 697 NFkB inh – inhibitors of the PMA/ionomycin-induced NF-kB reporter in 697 B cells | 697 B-cell NF-kB luciferase reporter, 16 h | inhibition, % at 4 µM | actives 0.33% (n = 330,000); in the data active = inhibition above about 35%
# Gli-Sufu antag – antagonists of Gli-Sufu signaling; actives 0.74% (n = 340,000); inhibition, % at 5 µM; AID 588413; Sufu-KO-LIGHT fibroblasts, Gli luciferase reporter luminescence;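 active = inhibition above about 55%, limit read from the data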;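 also: 0% = DMSO-treated cells and 100% = wells with medium but no cells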
# Jurkat NFkB inh – lowers PMA/ionomycin-induced NF-kB signal in Jurkat cells. PMA/ionomycin-induced NF-kB luciferase reporter, luminescence. inhibition, % at 4 µM. actives 0.53% (n = 330,000). AID 435003; in the data active = inhibition above about 50%
# UBC13 polyUb – blocks human UBC13 polyubiquitin chain formation | inhibition, % at 20 µM | actives 0.47% (n = 330,000) | AID 485273 | TR-FRET; in the data active = inhibition above about 45%, passing the limit was not always enough
# Target sequence (P61088 whole entry, looked up): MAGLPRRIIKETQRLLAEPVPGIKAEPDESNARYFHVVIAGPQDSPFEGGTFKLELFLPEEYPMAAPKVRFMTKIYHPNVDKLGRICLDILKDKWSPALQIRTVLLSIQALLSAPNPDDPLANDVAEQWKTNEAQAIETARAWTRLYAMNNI
# APJ antagonist – blocks the human apelin receptor APJ; P35414; CHO-K1 APJ beta-arrestin complementation, luminescence; inhibition, % at 20 µM; actives 0.32% (n = 330,000);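 active = inhibition above about 40% at 20 µM, limit read from the data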;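 also: cells challenged with 10 nM apelin-13 agonist together with compound; plate controls were apelin-13 plus DMSO wells for no effect and DMSO wells lacking apelin-13 for full effect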
# CCR6 antagonist – blocks CCL20-driven beta-arrestin recruitment at human CCR6. P51684. CHO-K1 CCR6 PathHunter beta-arrestin, luminescence, CCL20-stimulated. inhibition, % at 20 µM. actives 0.49% (n = 340,000). AID 493098;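 active = compounds whose inhibition of the agonist-driven luminescence signal at 20 µM reaches about 50%, limit read from the data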;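 also: cells stimulated with CCL20 at 14 nM final; plate controls were DMSO with CCL20 for no effect and DMSO without agonist for full effect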
# EBI2 antag – antagonists of human EBI2 receptor; P32249; EBI2 beta-arrestin recruitment, luminescence, 7a,25-OHC stimulated; inhibition, % at 5 µM; actives 0.81% (n = 360,000); in the data active = inhibition above about 38%;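 also: enzyme fragment complementation signal reports receptor beta-arrestin coupling in cells; 0% = agonist plus DMSO wells and 100% = wells without agonist; some results beyond the cut were filed as inactive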
# Target sequence (P32249 whole entry, looked up, the tested form may be a part): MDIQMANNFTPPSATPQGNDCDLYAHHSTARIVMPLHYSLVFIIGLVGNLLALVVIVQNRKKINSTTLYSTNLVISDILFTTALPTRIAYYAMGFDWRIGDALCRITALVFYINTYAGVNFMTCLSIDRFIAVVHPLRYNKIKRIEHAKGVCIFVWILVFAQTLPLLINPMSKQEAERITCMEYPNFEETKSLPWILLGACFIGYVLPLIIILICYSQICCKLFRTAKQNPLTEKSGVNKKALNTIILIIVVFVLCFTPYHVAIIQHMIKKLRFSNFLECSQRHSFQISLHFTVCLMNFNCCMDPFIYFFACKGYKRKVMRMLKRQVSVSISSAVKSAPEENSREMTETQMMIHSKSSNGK
# * marks the source's active call; other numbers are inactive results; . = no result given.
SMILES,CXCR6 block,697 NFkB inh,Gli-Sufu antag,Jurkat NFkB inh,UBC13 polyUb,APJ antagonist,CCR6 antagonist,EBI2 antag
CN(Cc1ccccc1)CC(O)COc1ccc(CNCCc2ccncc2)cc1 (stereo not drawn),10,8,7,-5,-2,4,20,7
CCCCN(C(=O)c1ccc(-c2ccc(Cl)cc2)o1)c1c(N)n(CCC)c(=O)[nH]c1=O,1,11,0,-12,-6,0,4,2
CC(C)=CC(=O)Nc1nnc(C)s1,-4,0,4,-3,8,7,11,-8
O=C(O)CSCC(=O)NCc1cccc(C(F)(F)F)c1,-8,-4,3,5,-3,-6,-7,-4
S=c1[nH]nc(COc2ccccc2)n1-c1ccccc1,5,3,5,2,3,5,11,-7
Cc1cccc(NC(=O)CN2C(=O)NC3(CCCC3)C2=O)n1,-6,7,3,1,3,-1,7,-9
CNC(=S)N/N=C/c1ccc(OCC(=O)Nc2c(C)cc(C)cc2C)c(OC)c1,-5,9,14,7,2,-17,2,-4
Cc1ccc(Cn2cc(S(=O)(=O)c3ccc(Cl)cc3)c(=O)c3cc(F)ccc32)cc1,12,-8,20,0,5,3,9,-1
CC1CCN(C(=O)c2cc(Cl)ccc2NC(=O)c2ccco2)CC1,3,7,6,-14,-2,-2,4,4
CCOC(=O)COc1ccc2ccccc2c1/C=C/[N+](=O)[O-],17,.,-2,.,.,.,75*,21

# One compound at a time, from the list above. Values in the order: CXCR6 block	697 NFkB inh	Gli-Sufu antag	Jurkat NFkB inh	UBC13 polyUb	APJ antagonist	CCR6 antagonist	EBI2 antag
# CCOC(=O)COc1ccc2ccccc2c1/C=C/[N+](=O)[O-] is entered as 17	.	-2	.	.	.	75*	21
# Cc1cccc(NC(=O)CN2C(=O)NC3(CCCC3)C2=O)n1 is entered as -6	7	3	1	3	-1	7	-9
# Cc1ccc(Cn2cc(S(=O)(=O)c3ccc(Cl)cc3)c(=O)c3cc(F)ccc32)cc1 is entered as 12	-8	20	0	5	3	9	-1
# O=C(O)CSCC(=O)NCc1cccc(C(F)(F)F)c1 is entered as -8	-4	3	5	-3	-6	-7	-4
# CCCCN(C(=O)c1ccc(-c2ccc(Cl)cc2)o1)c1c(N)n(CCC)c(=O)[nH]c1=O is entered as 1	11	0	-12	-6	0	4	2

# The list continues:
SMILES,CXCR6 block,697 NFkB inh,Gli-Sufu antag,Jurkat NFkB inh,UBC13 polyUb,APJ antagonist,CCR6 antagonist,EBI2 antag
N#Cc1ccccc1OCC(=O)Nc1ccc(S(=O)(=O)N2CCOCC2)cc1,-6,8,8,8,6,6,0,-9
COc1ccc(C(=O)NC(=S)NNC(=O)c2c(-c3ccccc3)noc2C)cc1,19,-11,18,1,-32,24,33,5
COc1ccc(CNCCc2ccccc2)cc1OCC(N)=O,-2,-28,-4,-31,-5,-8,-7,-2
CCc1ccc(OCC(=O)Nc2ccc3[nH]ncc3c2)cc1,6,23,0,-8,7,0,11,-2
CCC(Sc1ncnc2sc(C)c(C)c12)C(=O)OC (stereo not drawn),0,2,-7,2,1,12,9,1
CCCCN(C)C(=O)CCCCn1c(=O)[nH]c2cc(OCC)c(OCC)cc2c1=O,-13,-16,7,-2,0,-4,-7,3
Cn1c(=O)c2c(nc(CN3CCN(C(=O)c4ccco4)CC3)n2Cc2ccc(Cl)cc2)n(C)c1=O,-1,-8,3,7,-2,17,9,1
O=C(COc1cc2oc(=O)c3c(c2cc1Cl)CCC3)NCCN1CCOCC1,-1,15,-1,2,-8,8,6,9
CSc1nc2ccc(Nc3nc(N4CCOCC4)nc(N4CCOCC4)n3)cc2s1,-5,-8,23,-30,8,-9,7,26
Cc1nnc(NC(=O)c2ccc(S(=O)(=O)N3CCCCCC3)cc2)o1,1,12,-6,4,3,14,-9,6
C=CSc1sc(Cl)c(N(C)C)c1[N+](=O)[O-],3,11,-6,9,-1,21,15,-18
CCOC(=O)c1c(NC(=S)NC(=O)c2ccco2)sc2c1CCCC2,7,-41,12,-32,-5,12,26,9
C=CCSc1ncnc2c1oc1nc3c(cc12)COC(C)(C)C3,-4,-82,-29,-71,1,14,16,8
OCCCCNCc1ccc(OCc2ccc(Cl)cc2Cl)cc1,-9,-34,11,-15,12,9,42,-10
O=C(CNC(=O)c1ccc(Br)o1)NCc1ccc2c(c1)OCO2,-6,20,-4,-8,-1,-5,3,-19
C=CC[C@H](CC(=O)N(CCO)Cc1ccccc1)C(=O)N[C@H](C)COC(=O)[C@@H](CC=C)CC(=O)OC(C)(C)C,-1,-10,8,-5,10,8,2,-4
CCCCN1CC[C@H]2C=CC[C@@H](C(=O)N3CCOCC3)[C@H]2C1=O,2,3,18,0,-5,-40,8,2
O=C(Nc1nc(-c2cccs2)cs1)c1cccc(S(=O)(=O)N2CCCCCC2)c1,6,-31,61*,-17,-6,20,12,17
N=c1sccn1CC(=O)NCCc1ccc(Cl)cc1Cl,1,3,-9,-6,0,9,-5,-15
O=C(NCC1CCCO1)c1ccc(NS(=O)(=O)c2cccc([N+](=O)[O-])c2)cc1 (stereo not drawn),0,23,17,-6,13,2,3,-2
Cn1cnnc1SCc1ccc(C(=O)N/N=C/c2cccs2)cc1,-5,8,-13,-5,1,-21,2,-7
Cc1ccc(-n2cnc3cc(NCc4cccs4)ccc32)cc1,1,-82,-36,-82,14,-2,-1,0
COc1ccc2cc(C(c3nnnn3Cc3ccccc3)N3CCCCCC3)c(=O)[nH]c2c1 (stereo not drawn),-3,14,3,9,9,-11,-3,-10
Cc1ccc(C)c(C(=O)NC(C)c2ccc(-n3ccnc3)cc2)c1 (stereo not drawn),4,-3,-1,3,1,-5,2,0
Cc1cc(OCC(=O)N2CCOCC2)cc2oc(=O)c3ccccc3c12,0,-1,1,6,19,22,-4,-4
CNC(=O)CSc1nnnn1-c1cc(C)ccc1C,-11,8,-17,-3,8,9,-24,1
Cc1nc(N2CCN(C(=O)c3ccco3)CC2)c2oc3ccccc3c2n1,-6,0,3,37,-1,18,-1,-11
O=S(=O)(Nc1nccs1)c1ccc(Cl)cc1,0,20,1,1,-3,2,8,-3
CCOC(=S)N/C(=N\S(=O)(=O)c1ccc(C)cc1)c1ccccc1,0,5,-11,0,0,-2,-3,-5
O=C(O)[C@@H]1CCCN1C(=O)CCc1c[nH]c2ccccc12,0,11,17,-5,8,-1,0,-12
Cc1ccc(SCC(=O)OCC(=O)N(C)CC(=O)Nc2ccc(F)cc2)cc1,-1,1,-6,-3,4,6,3,-2
O=C(COC(=O)c1c(F)cccc1Cl)NC1CCCCC1,-1,-31,-16,-33,7,17,-2,-5
CCn1c(SCc2ccccc2Cl)nc2ccccc21,7,-61,-15,-54,2,-1,14,11
CCc1ccc(NC(=O)CCc2nnc3ccc(N4CCC5(CC4)OCCO5)nn23)cc1,7,-4,3,15,-5,16,8,-9
Cc1cc(C)c(NC(=O)CCc2c(C)noc2C)c(C)c1,-2,21,-14,-4,13,37,5,-3
c1ccc2[nH]c(CSc3nc4ccccc4o3)nc2c1,7,-53,-7,-21,-1,-5,-2,-14
COc1ccccc1NC(c1cccnc1)c1ccc2cccnc2c1O (stereo not drawn),-20,-34,3,-7,0,-29,-2,26
O=C(CNC(=O)c1ccc(Cl)cc1)OCCCOC(=O)CNC(=O)c1ccc(Cl)cc1,4,11,12,-13,-6,5,3,-5
CN(Cc1cn(C)nc1-c1ccc(Oc2ccccc2)cc1)CC1COCCO1 (stereo not drawn),6,10,-3,-4,2,-22,18,-5
O=C(/C=C/c1ccc(Cl)cc1)NCCN1CCOCC1,-6,7,-32,-8,2,4,16,11
CC(C)Oc1ccc(S(=O)(=O)N2CCCCC2)cc1NC(=O)CC1OC(=O)c2ccccc21 (stereo not drawn),-1,17,2,8,-3,15,2,4
CCN(CC)CCNC(=O)c1ccc(CS(=O)(=O)c2ccccc2C)o1,1,6,17,-11,1,12,-2,3
O=C(COc1ccccc1)N1CCN=C1SCc1cccnc1,-4,-11,-4,-10,-6,-27,3,-18
CCOC(=O)Cn1cc(C(=O)OC)c2ccccc21,-1,-11,-8,-3,7,13,4,1
Cc1c(Cl)c(C(=O)N2CCCC2)nn1C,3,28,4,10,4,10,4,-16
CC1Cc2ccccc2N1CC(=O)NCc1ccccc1Cl (stereo not drawn),-8,12,2,13,-5,11,2,-4
Cc1cc(O)c2c(c1)C(=O)c1cc(O)cc(O)c1C2=O,14,-12,-11,-13,-165,35,45,-7
O=C(Oc1ccc(C(=S)N2CCCCC2)cc1)c1ccccc1,-4,-13,-1,-21,6,9,9,-2
O=C(Cc1ccccc1)Nc1ccccc1N1CCN(c2ccccc2)CC1,24,-31,-6,-19,-7,19,30,41*
COc1ccc(NC(=O)CN(c2ccccc2C)S(C)(=O)=O)c(OC)c1,3,-7,4,7,-3,0,16,5

# Next section.
SMILES,CXCR6 block,697 NFkB inh,Gli-Sufu antag,Jurkat NFkB inh,UBC13 polyUb,APJ antagonist,CCR6 antagonist,EBI2 antag
CC(=O)Nc1ccc(NC(=O)CSc2nnc(-c3cc(C)[nH]n3)n2N)cc1,1,-1,-13,5,2,21,4,9
CCN(CC)CCn1c2c(c(SCC(=O)Nc3ccccc3Cl)nc1=O)CCC2,-8,-18,8,0,-8,-8,7,2
CC1=C(C#N)C(=O)NC(C)(C)C1,-2,14,3,12,4,20,-17,4
O=C(Nn1cnnc1)c1cc(Br)ccc1Cl,8,-18,0,0,-7,-9,4,-9
COc1ccc(C2=CC3=C(Br)C(=O)C(C)(OC(=O)c4ccco4)C(=O)C3=CO2)cc1 (stereo not drawn),-5,-20,23,13,-33,-17,7,-9
CC(C)(C(N)=O)N1CCN(c2ncc(C(F)(F)F)cc2Cl)CC1,-2,-4,18,12,3,11,-2,-13
O=C(OCc1ccc([N+](=O)[O-])cc1)C1CC(=O)N(CCc2ccccc2)C1 (stereo not drawn),-5,11,-7,5,-3,-1,11,2
COc1ccc(OC)c(NC(=O)Cn2c(CCC(=O)O)ccc2-c2ccc(C)cc2)c1,-4,10,6,11,1,-4,12,-4
C=CCOc1ccc(C2N3CC4(C)CN2CC(CCC)(C3)C4=O)cc1 (stereo not drawn),1,2,23,-17,5,-5,-7,-3
c1csc(CN2CCOCC2)c1,-5,16,20,6,7,-7,9,-13
Cc1cc(N)n(-c2ccccn2)n1,11,-4,5,-12,1,-5,1,-1
Nc1nc(-c2ccccn2)nc(N)c1Cc1ccccc1F,12,-8,-15,-19,-31,19,3,-3
O=C(O)CCC(=O)c1c[nH]c2ccccc12,-2,14,6,-13,-3,-9,3,-8
CCN1CCCC1CNC(=O)c1cc2c(C)nc3ccccc3c2o1 (stereo not drawn),5,4,5,-35,-9,8,-10,0
CCOC(=O)c1ccc(Oc2cc(C)nc(Cl)n2)cc1,1,-1,2,28,10,9,-4,-8
Cc1ccc(S(=O)(=O)N2CCOCC2)cc1C(=O)Nc1ccccn1,-5,18,0,11,2,-15,-9,-12
CCCCCCCCNC1=CC(=O)CC(C)(C)C1,12,-15,4,-16,5,3,14,-3
NC(=O)CC1Nc2cccc3cccc(c23)NC1=O (stereo not drawn),-17,-13,2,-14,-39,-34,-18,-14
CCOc1cc(C(=O)NCc2ccc(F)cc2)ccc1OCC(=O)N1CCCCC1,5,5,-5,7,11,9,11,7
C=CCC(=O)NC1CC(C)(C)Cc2c1cnn2-c1ccc(C)cc1 (stereo not drawn),2,-4,12,0,4,4,-3,-2
Cn1c(C(=O)N2CCC(C(=O)N3CCN(Cc4ccc5c(c4)OCO5)CC3)CC2)cc2sccc21,-2,-18,5,3,7,9,9,25
CCc1ccccc1S(=O)(=O)Cc1ccc(C(=O)NCc2cccs2)o1,1,1,-7,15,5,9,11,-1
C=CCc1cc(OC)ccc1OCCOCCN1CCc2ccccc2C1,-4,-16,30,4,7,-11,15,1
COC(=O)C(NC(=O)c1ccccc1C(=O)O)c1ccc2ccccc2c1 (stereo not drawn),-1,-26,-18,-15,-2,11,-2,-12
COc1ccc(C2C(C(=O)N3CCN(C)CC3)c3ccccc3C(=O)N2C2CCCCC2)cc1 (stereo not drawn),-2,22,-1,-5,-4,-11,10,-5
CC1(C)C2CCC1(C)C(OC(=O)C[n+]1ccccc1)C2 (stereo not drawn),-2,11,6,-11,6,-8,5,-2
COCCOc1ccc(C(F)(F)F)cc1Nc1nc2ccccc2o1,2,-1,3,-8,-5,1,-5,12

# High-throughput results deposited in PubChem by Sanford-Burnham Center for Chemical Genomics.
